Source: PubChem (National Center for Advancing Translational Sciences (NCATS))
NPC1 promoter act – qHTS Assay for NPC1 Promoter Activators | Huh7 NPC1 promoter luciferase reporter, 24 h | Potency, µM (top dose mostly 9.22 µM), inactives show top-dose activation, usual class: activators | 320,000 tested, 2.4% active;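 note: potency is the fitted concentration of half-maximal effect; % of control where 0% means no effect; nearly all actives have a fitted effect of over 60% in size; reporter is driven by a mutant NPC1 promoter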
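Luminescence read-out of NPC1 promoter-driven luciferase in stably transfected Huh7 cells; compounds delivered in DMSO and left 24 h at 37C, 5% CO2, qHTS titration format.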
Tb PFK block – qHTS Assay to Find Inhibitors of T. brucei phosphofructokinase | ATP-dependent 6-phosphofructokinase (Trypanosoma brucei brucei), O15648 | T. brucei PFK, ADP-Glo luminescence | Potency, µM (highest dose often 57.5 µM), for inactives: at the highest dose activity, negative = inhibition, usual class: inhibitors | 330,000 tested, 0.17% active;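 note: potency is the fitted concentration of half-maximal effect; 0% = uninhibited 1x PFK enzyme wells and -100% = no-enzyme wells; nearly all actives have a fitted effect of over 60% in size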
Target sequence (O15648 whole entry, looked up): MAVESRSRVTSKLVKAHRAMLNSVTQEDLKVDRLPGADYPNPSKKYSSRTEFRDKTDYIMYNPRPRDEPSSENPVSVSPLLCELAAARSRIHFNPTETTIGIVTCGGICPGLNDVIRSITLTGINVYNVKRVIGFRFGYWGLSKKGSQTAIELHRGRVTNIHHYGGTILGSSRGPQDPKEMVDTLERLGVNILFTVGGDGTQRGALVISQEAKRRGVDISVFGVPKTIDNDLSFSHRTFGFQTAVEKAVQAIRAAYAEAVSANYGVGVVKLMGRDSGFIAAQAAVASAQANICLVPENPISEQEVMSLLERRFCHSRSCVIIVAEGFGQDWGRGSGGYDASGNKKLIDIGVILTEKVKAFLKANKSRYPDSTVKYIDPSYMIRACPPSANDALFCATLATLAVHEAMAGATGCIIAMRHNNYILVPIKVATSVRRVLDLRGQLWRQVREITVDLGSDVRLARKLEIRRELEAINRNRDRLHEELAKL
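1.25 nM PFK with 0.5 mM F6P and 0.1 mM ATP in 0.1 M TEA pH 8.0, 5 mM MgCl2, incubated 45 min at room temperature; ADP measured by ADP-Glo luminescence; compounds titrated up to 57 uM.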
KCNH2 3.1 block – qHTS for Inhibitors of KCHN2 3.1: Mutant qHTS | 340,000 tested, 0.95% active | activity change, % (tested at about 1.8 µM) | U2OS KCNH2 3.1, thallium flux FluxOr; hits give low values | Potassium voltage-gated channel subfamily H member 2, brain isoform KCNH2 3.1 (human);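 active = maximum activity change below -70%; inconclusive = maximum activity change from -70% to -50%; inactive = maximum activity change above -50%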;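 note: thallium influx rate constant from kinetic fluorescence after stimulation buffer; % is set by controls: 0 for no effect and ±100 for the full control effect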
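Thallium flux via FluxOr fluorescence (Red40 quencher, 45 min loading) in U2OS cells virally expressing the KCNH2 3.1 isoform (1.77 x 10^8 /mL virus, overnight at 37 C). Rate constants from 2-min kinetic reads post-stimulation, normalised to positive and negative controls.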
VP16 counter – VP16 counterscreen qHTS for inhibitors of ROR gamma transcriptional activity; AID 2546, 2010; Drosophila S2 Gal4-VP16 UAS-luciferase, luminescence, 20 h; 310,000 tested, 3.5% active; Potency, µM (doses to about 53.6 µM), for the others: at the top dose activity, negative = inhibition, usual class: inhibitors;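 note: Gal4-VP16 expression switched on by copper sulfate through the metallothionein promoter; potency is the fitted concentration of half-maximal effect; % is set by controls: 0 for no effect and ±100 for the full control effect; nearly all actives have a fitted effect of over 50% in size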
uPA generation – qHTS for Inhibitors of Cell Surface uPA Generation; cell surface uPA generation assay, qHTS; Potency, µM (series often up to 38.3 µM), for the others: at the highest dose activity change, negative = inhibition, actives largely listed as inhibitors; 330,000 tested, 0.31% active; AID 540303, 2011; active = well fitted inhibition curve with a large enough effect; inconclusive = small, poorly fitted or top-dose-only effect; inactive = no such curve, though single readings can be large or run the other way; tested in mouse RAW 264.7 cells; note: potency is the fitted concentration of half-maximal effect; % is set by controls: 0 for no effect and ±100 for the full control effect; nearly all actives have a fitted effect of over 55% in size
Giardia kill – Small Molecules that selectively kill Giardia lamblia: qHTS; Giardia lamblia trophozoite viability; activity change, % at 7.66 µM, hits read low; AID 540267, 2011; 340,000 tested, 0.15% active; in the data active = activity change below about -80%; inconclusive = between about -30% and that limit;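 note: parasites exposed to compound for two days anaerobically before the ATP read; % is set by controls: 0 for no effect and ±100 for the full control effect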
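Media and compound were dispensed first, then trophozoites at 100 cells/well; plates sat 48 hrs at 37 deg C without oxygen before ATP luminescence reagent was added and read after 15-30 min at room temperature.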
Rab9 promoter act – qHTS Assay for Rab9 Promoter Activators. Huh7 Rab9 promoter-luciferase reporter, luminescence, 24 h. Potency, µM (doses to about 9.22 µM), for the others: top-dose activation, negative = inhibition, actives largely listed as activators. 320,000 tested, 2.8% active. AID 485297, 2010; note: potency is the fitted concentration of half-maximal effect; % of control where 0% means no effect; nearly all actives have a fitted effect of over 60% in size
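Promoter activation is measured as luciferase luminescence in Huh7 cells stably transfected with a Rab9 promoter–luciferase construct, following 24 h compound exposure at 37 °C and 10 min reagent incubation at ambient temperature.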
FLuc counter – qHTS profiling assay for firefly luciferase inhibitor/activator using purifed enzyme and Km concentrations of substrates (counterscreen for miR-21 project); Potency, µM (series often up to 57.5 µM), for inactives: at the highest dose activity change, negative = inhibition, most hits filed as inhibitors; purified FLuc, Km substrates, luminescence inhibition; Luciferin 4-monooxygenase (Photinus pyralis), P08659; 360,000 tested, 6.9% active; AID 588342, 2011;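 note: potency is the fitted concentration of half-maximal effect; plate controls were vehicle for no effect and reference inhibitor for full effect; nearly all actives have a fitted effect of over 55% in size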
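Biochemical qHTS of compounds, final roughly 60 µM downward over six points, against 10 nM purified firefly luciferase using Km concentrations of substrates (10 uM D-luciferin, 10 uM ATP) in Tris acetate pH 7.5 buffer; luminescence output.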
RORg inh – qHTS for inhibitors of ROR gamma transcriptional activity; Drosophila S2 Gal4-RORgamma UAS-luciferase reporter, 20 h; AID 2551, 2010; Potency, µM (series often up to 53.6 µM), without a hit: at the highest dose activity change, negative = inhibition, usual class: inhibitors; Nuclear receptor ROR-gamma (Mus musculus), P51450; 310,000 tested, 5.4% active; note: potency is the fitted concentration of half-maximal effect; % is set by controls: 0 for no effect and ±100 for the full control effect; nearly all actives have a fitted effect of over 60% in size
Target sequence (P51450 whole entry, looked up, the tested form may be a part): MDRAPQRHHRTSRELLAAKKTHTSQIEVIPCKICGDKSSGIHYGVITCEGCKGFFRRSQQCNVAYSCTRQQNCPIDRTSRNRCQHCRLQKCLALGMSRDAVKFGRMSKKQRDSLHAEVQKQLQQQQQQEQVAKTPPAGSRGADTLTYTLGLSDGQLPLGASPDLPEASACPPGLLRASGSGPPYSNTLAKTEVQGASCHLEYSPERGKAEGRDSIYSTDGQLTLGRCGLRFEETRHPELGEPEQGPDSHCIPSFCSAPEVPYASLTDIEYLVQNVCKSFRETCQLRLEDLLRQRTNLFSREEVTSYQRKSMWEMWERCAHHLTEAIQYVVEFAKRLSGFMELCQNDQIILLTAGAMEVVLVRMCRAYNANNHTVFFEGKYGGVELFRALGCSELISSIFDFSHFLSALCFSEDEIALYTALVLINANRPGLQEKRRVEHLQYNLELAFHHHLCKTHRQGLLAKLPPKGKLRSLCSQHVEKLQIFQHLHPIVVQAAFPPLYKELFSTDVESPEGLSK
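Drosophila S2 cells stably expressing Gal4-DBD/mouse RORγ fusion under metallothionein promoter plus UAS-luciferase; compound 1 h, then 700 uM CuSO4 induction for 20 h at ambient temperature; inhibition read as reduced luminescence.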
Coupling enz – qHTS Assay for Inhibitors of Fructose-1,6-bisphosphate Aldolase from Giardia Lamblia: Coupling assay counterscreen. coupling enzyme system counterscreen, AmpLite Red fluorescence. activity change, negative = inhibition, % at 58.2 µM, hits read low. 290,000 tested, 0.67% active; in the data active = activity change below about -30%; note: % is set by controls: 0 for no effect and ±100 for the full control effect
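Coupling enzymes only (glyceraldehyde-3-phosphate) + compound, at 57.5 uM final, 10 min RT; add substrate/coupling/AmpLite Red mix, 20 min RT; fluorescence ex 525/em 598 nm. Actives flag coupling-system interference.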
ELG1 genotox – qHTS screen for small molecules that induce genotoxicity in human embryonic kidney (HEK293T) cells expressing luciferase-tagged ELG1. Potency, µM (doses to about 46 µM), without a hit: at the top dose activity change, positive = activation, usual class: activators. 330,000 tested, 1.3% active. HEK293T ELG1-luciferase reporter, luminescence, 16 h; note: potency is the fitted concentration of half-maximal effect; % of control where 0% means no effect; nearly all actives have a fitted effect of over 60% in size
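Quantitative HTS format in 1536-well plates. HEK293T ELG1-luciferase reporter cells receive test compound and are incubated 16 hr at 37 °C, 5% CO2; ONE-Glo added, 30 min room temperature, then luminescence read.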
Active calls of the source: *; ? = inconclusive; . = no result given; [ ] = another dose, or the depositor's remark. Unless noted, calls come from the whole dose curve; as a rule, active = well fitted curve in the direction sought with a large enough effect; inconclusive = small, poorly fitted or top-dose-only effect, or another doubt; inactive = no such curve, though single readings can be large; an effect the other way counts as inactive or inconclusive. These rows are one share of the data, so the mix of outcomes need not match the whole.

Order of values – Coupling enz	Tb PFK block	NPC1 promoter act	VP16 counter	RORg inh	uPA generation	Giardia kill	Rab9 promoter act	KCNH2 3.1 block	ELG1 genotox	FLuc counter
> COc1ccc(CC(=O)N2C[C@H]3C[C@@H](C2)c2cccc(=O)n2C3)cc1
→ -1.7	-1.4%	0.8%	-2.7%	12.9%	10.1%	-22.4	-6.1%	0.0	-3.8%	-1.2%
> O=c1c2ccccc2nc(-c2ccco2)n1-c1ccc(Br)cn1
→ 1.0	-0.5%	-0.1%	1.3%	23.1%	.	9.6	0.9%	19.2	0.2%	-15.9%
> CCO[C@H]1OC(C(=O)N2CCN(Cc3ccc4c(c3)OCO4)CC2)=C[C@@H](c2ccc(Br)cc2)[C@@H]1CCCO
→ 1.4	-0.2%	-7.4%	-13.2%	-43.5%	?	-1.7	-5.3%	.	-15.5%	0.0%
> FC(F)(F)c1ccc(CNCCc2ccc3c(c2)OCO3)cc1
→ 2.3	0.5%	-0.4%	7.9%	0.4%	-1.1%	-16.0	-1.1%	-16.8	-3.4%	-3.8%
> CCCCCCN=C(C)c1c(O)n(Cc2ccccc2)c(=O)[nH]c1=O
→ 2.0	-1.9%	-0.5%	0.3%	0.0%	-0.6%	-1.3	3.9%	-3.9	-2.3%	0.8%
> CCCCN=Cc1c(O)n(-c2c(C)cc(C)cc2C)c(=O)[nH]c1=O
→ -1.8	-9.1%	-0.9%	3.5%	1.6%	1.2%	4.1	0.3%	-1.3	-1.0%	0.7%
> Cc1cc(N)n(C2CCN(C)CC2)n1
→ -11.3	5.9%	-3.8%	9.3%	6.7%	0.5%	-18.3	6.4%	1.8	-3.3%	2.6%
> Clc1ccc(N2CCN(Cc3ccccc3Cl)CC2)cc1
→ 1.3	-5.7%	-5.5%	11.9%	6.3%	-6.8%	4.3	-5.2%	?	-3.3%	3.8%
> CC1=NCCc2c1[nH]c1ccccc21
→ -1.3	7.3%	-0.7%	-1.8%	-21.5%	4.2%	-11.0	-1.0%	1.7	2.6%	-1.7%
> Cc1ccc(N2C(=O)NC(=O)/C(=C\c3cccn3C(C)(C)C)C2=O)cc1
→ -0.4	11.2%	-3.1%	2.4%	12.5%	0.6%	-16.9	-5.0%	1.6	1.1%	-1.3%
> NC1=C(Br)C(=O)c2ccccc2C1=O
→ -19.2	3.1%	-37.3%[inhibitor]	?	?	-4.7%	?	-36.9%[inhibitor]	9.3	-9.9%	?
> O=C(Nc1nc(-c2ccccc2)c(-c2ccccc2)s1)c1ccc(S(=O)(=O)N(CCCl)CCCl)cc1
→ 5.6	-0.8%	-4.9%	1.0%	-0.2%	7.0%	-3.7	-10.2%	-4.9	-5.6%	-1.5%
> Cc1nc2cc(C(=O)N3CCC4(CC3)OCCO4)ccc2n1-c1ccc(Br)cc1
→ 2.8	0.2%	0.5%	-1.9%	27.2%	-5.0%	5.3	6.8%	5.8	-1.9%	5.1%
> Cn1c(O)c(/C=C2\N=c3ccccc3=C2CCNC(=S)NC2CC2)c(=O)n(C)c1=O
→ -11.9	-0.1%	-3.2%	-16.8%	-25.7%	-12.1%	-2.4	-0.5%	9.4	?	?
> CC(OC(=O)c1cn(C)c2ccccc12)C(=O)N1CCCC1 (configuration not stated)
→ .	4.5%	-1.0%	.	.	5.0%	-2.1	-0.9%	4.6	-0.1%	4.7%
> CCOc1cc2c(cc1OCC)-n1cccc1C(c1cccc(F)c1)NC2 (configuration not stated)
→ -0.4	-0.2%	-0.6%	-3.4%	12.6%	-10.8%	-27.5	-2.1%	16.3	-1.5%	0.1%
> Cc1cccc(OP(=O)(Nc2ccc(F)cc2)Oc2cccc(C)c2)c1
→ -2.1	-2.7%	6.5%	5.2%	24.1%	6.0%	-6.0	-2.3%	2.0	-6.8%	-2.5%
> CCCn1nc2ccccc2c1P(=O)(N1CCOCC1)N1CCOCC1
→ 2.5	1.5%	-3.4%	-1.5%	-13.0%[10 µM]	7.2%	-17.2	-3.2%	-4.9	-2.6%	1.9%
> COc1ccc2nc(NC(=O)CCc3nc(C4=CCN(C)CC4)no3)sc2c1
→ 2.3	3.9%	-1.7%	-17.5%	?	-8.4%	?	-2.5%	12.5	-3.2%	21.3µM*
> N#CC(C#N)=C(N)c1cccnc1
→ 1.9	-0.8%	-1.8%	-13.2%[10 µM]	-3.4%	4.7%	-13.0	1.3%	13.6	-3.6%	-1.7%
> CCOC(=O)C1=C(N)OC(C)=C(C(=O)OCCOC)C12C(=O)Nc1ccccc12 (configuration not stated)
→ -0.3	-6.2%	0.4%	4.4%[0.365 µM]	15.1%	-0.6%	2.4	-7.5%	-17.7	-0.1%	-4.0%
> COc1ccc(N2C(=O)CC(N3CCC(n4c(=O)[nH]c5ccccc54)CC3)C2=O)cc1 (configuration not stated)
→ 2.9	5.4%	5.9%	-0.1%	9.2%	.	11.4	-4.9%	6.9	1.9%	0.3%
> Cn1c(O)c(/C=N/N2CCOCC2)c(=O)n(-c2ccccc2)c1=S
→ 0.8	-0.5%	-1.3%	1.2%	0.7%	3.0%	25.6	0.8%	11.4	-2.9%	-2.8%
> O=C(NCC(c1cccnc1)N1CCOCC1)Oc1ccccc1 (configuration not stated)
→ 0.6	-0.3%	20.2%	-4.2%	-3.2%	-3.3%	-1.8	?	-1.2	?	15.1µM*
> COc1cc(-c2cccc([C@H]3[C@@H]4C=CC[C@@H](C)[C@@H]4C(=O)N3Cc3ccccc3)c2)cc(OC)c1OC
→ -0.4	18.3%	.	1.2%	-2.1%	?	-28.9	.	.	7.8%	.
> O=C(c1ccc(C(F)(F)F)cc1)C1CCCN(Cc2ccc(CO)o2)C1 (configuration not stated)
→ -2.8	-5.9%	0.4%	-2.5%	0.8%	-13.9%	4.9	4.7%	8.1	-3.0%	-1.1%
> CC(=O)c1ccc(-c2cccc(-c3nc4ccccn4c3NC3CCCCC3)c2)cc1
→ .	-16.0%	-0.2%	.	.	?	4.8	-4.1%	-16.1	-11.4%	-3.8%
> CCCN(CC1CC1)CC(O)c1ccccc1 (configuration not stated)
→ -0.1	-0.9%	1.5%	3.3%	-5.5%	-5.2%	3.9	-4.2%	5.4	-0.4%	1.3%
> CC[C@@]1(c2ccccc2OC)ON(c2ccccc2C(F)(F)F)C1=O
→ .	-0.1%	-17.0%	.	.	?	13.1	-18.5%	6.0	-10.1%	-2.6%
> Cc1cccc(OP(N)(=O)Oc2cccc(C)c2)c1
→ 2.2	-3.2%	-3.4%	-2.6%	6.3%	-5.2%	16.3	-8.3%	-0.7	-0.9%	0.0%
> COc1cccc(-n2cnc3scc(-c4cccs4)c3c2=O)c1
→ 4.5	16.4%	2.5%	-14.7%	?	-13.7%	-19.0	0.8%	-14.0	-3.2%	-2.0%
> Cc1cccc(-n2c(/C=C/c3ccc([N+](=O)[O-])o3)nc3ccccc3c2=O)c1
→ -4.3	-1.4%	-14.7%	?	19.3%	-7.8%	-88.1*	-1.9%	-1.7	-7.8%	5.3%
> Cc1cc(C)n(CCOC(=O)C2C(C=C(Cl)Cl)C2(C)C)n1 (configuration not stated)
→ 0.6	2.8%	-2.6%	-6.3%	?	6.9%	-1.1	-1.8%	2.8	?	1.0%
> Cc1ccc(CS(=O)(=O)CCC(=O)N2CCC3(CC2)OCCO3)cc1
→ 3.5	?	1.7%	-12.2%	33.6%	13.9%	-7.9	3.7%	-4.2	-0.3%	4.3%
> CSCc1nnc2n1-c1ccc(Cl)cc1C(c1ccccc1)=NC2
→ 6.8	-0.9%	-1.2%	-2.3%	4.7%	-9.2%	-7.0	10.2%	-1.3	1.4%	3.7%
> Cc1ccc(CC2C(=O)N(C)C(=O)N(C)C2=O)s1
→ -0.5	0.1%	-0.1%	.	0.0%[0.365 µM]	.	7.7	-10.5%	3.4	-0.7%	-0.4%
